GSTO1 counter – GSTO1 inhibition, counter-screen for RBBP9 inhibitors; AID 1974; inhibition, % at 5.96 µM; recombinant GSTO1, activity-based probe fluorescence polarization; hit rate 1.1% among 300,000;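 active = inhibition above the campaign mean inhibition plus 3 SD, cut at about 35% in these data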;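 also: 0% = GSTO1-1 with DMSO and 100% = wells lacking GSTO1-1 enzyme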
Target sequence (P78417 whole entry, looked up): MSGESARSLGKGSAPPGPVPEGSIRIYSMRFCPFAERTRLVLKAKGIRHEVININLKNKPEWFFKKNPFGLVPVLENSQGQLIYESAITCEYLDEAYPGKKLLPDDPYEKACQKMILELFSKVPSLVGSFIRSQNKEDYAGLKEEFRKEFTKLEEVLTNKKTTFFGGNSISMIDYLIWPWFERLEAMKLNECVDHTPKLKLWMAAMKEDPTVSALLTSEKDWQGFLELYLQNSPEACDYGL
LYPLA1 inh – blocks human lysophospholipase 1, a PME1 counter-screen; AID 2174; inhibition, % at 5.9 µM; recombinant LYPLA1, FP-Rh probe fluorescence polarization; O75608; hit rate 0.16% among 320,000;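 active = inhibition above the mean of all tested compounds plus 3 SD, set per campaign, cut at about 14% in these data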;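 also: inhibitors block serine hydrolase probe labeling of LYPLA1 so polarization falls; 0% = enzyme with DMSO and 100% = wells lacking LYPLA1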
Target sequence (O75608 whole entry, looked up): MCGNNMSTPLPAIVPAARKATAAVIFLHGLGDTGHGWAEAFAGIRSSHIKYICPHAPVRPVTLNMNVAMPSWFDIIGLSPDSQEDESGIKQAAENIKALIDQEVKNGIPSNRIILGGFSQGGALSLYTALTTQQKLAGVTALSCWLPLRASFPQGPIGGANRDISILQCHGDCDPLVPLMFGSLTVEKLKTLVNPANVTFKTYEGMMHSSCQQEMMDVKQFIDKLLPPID
PAFAH1B3 inh – blocks human PAF acetylhydrolase 1B catalytic subunit 3 | hit rate 0.28% among 340,000 | inhibition, % at 3.39 µM | AID 492972 | recombinant PAFAH1B3, FP-rhodamine probe, fluorescence polarization;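 active = inhibition above the screen-wide average of all tested compounds plus 3 SD, cut at about 25% in these data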;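 also: 0% = enzyme with DMSO only and 100% = wells lacking PAFAH1B3 protein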
Target sequence (Q15102 whole entry, looked up): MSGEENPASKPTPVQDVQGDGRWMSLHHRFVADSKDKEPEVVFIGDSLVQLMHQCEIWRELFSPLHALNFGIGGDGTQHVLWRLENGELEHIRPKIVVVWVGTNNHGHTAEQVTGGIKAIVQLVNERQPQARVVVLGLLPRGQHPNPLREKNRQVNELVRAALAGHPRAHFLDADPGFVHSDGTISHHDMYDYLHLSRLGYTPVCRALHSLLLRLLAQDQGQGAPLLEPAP
PAD4 FP inh – inhibitors of human PAD4. AID 485272. hit rate 0.41% among 330,000. Q9UM07. inhibition, % at 6.36 µM. recombinant PAD4, RCA probe fluorescence polarization;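 active = percent inhibition above a cutoff equal to the mean of all tested compounds plus 3 SD, cut at about 15% in these data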;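 also: 0% = PAD4 with RCA probe and DMSO and 100% = probe without PAD4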
pPAFAH FP inh – pPAFAH (human) enzyme inhibition; recombinant pPAFAH, FP-rhodamine probe fluorescence polarization; inhibition, % at 3.39 µM; hit rate 1.5% among 330,000;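 active = inhibition above the mean inhibition across the screen plus 3 SD, cut at about 25% in these data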;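 also: inhibitors block binding of the rhodamine activity-based probe so polarization drops; 0% = enzyme with DMSO and 100% = wells lacking pPAFAH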
PAFAH2 inh – inhibitors of human PAFAH2; Q99487; recombinant PAFAH2, FP-rhodamine activity probe, fluorescence polarization; inhibition, % at 3.39 µM; hit rate 0.99% among 340,000; AID 492956;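 active = inhibition above the mean over all tested compounds plus 3 SD, cut at about 30% in these data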;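 also: inhibitors block probe labeling of enzyme so polarization drops; 0% = enzyme with DMSO and 100% = wells lacking PAFAH2 protein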
Fam108B counter – blocks mouse Fam108B hydrolase in RBBP9 counter-screen. inhibition, % at 9.51 µM. recombinant Fam108B, FP-Rh probe fluorescence polarization. hit rate 0.33% among 300,000. AID 1947;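 active = inhibition above the screen mean inhibition plus 3 SD, computed separately per campaign, cut at about 18% in these data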;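 also: inhibitors lower polarization as less probe binds the enzyme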
PAFAH1B2 FP inh – blocks human PAF acetylhydrolase 1b catalytic subunit 2 | P68402 | recombinant PAFAH1B2, FP-rhodamine activity probe, fluorescence polarization | inhibition, % at 3.39 µM | hit rate 1.2% among 340,000 | AID 492953;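 active = inhibition above the mean of all tested compounds plus 3 SD, cut at about 24% in these data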;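 also: 0% = enzyme with DMSO and 100% = wells lacking PAFAH1B2; many of its hits are not listed in these tables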
Target sequence (P68402 whole entry, looked up): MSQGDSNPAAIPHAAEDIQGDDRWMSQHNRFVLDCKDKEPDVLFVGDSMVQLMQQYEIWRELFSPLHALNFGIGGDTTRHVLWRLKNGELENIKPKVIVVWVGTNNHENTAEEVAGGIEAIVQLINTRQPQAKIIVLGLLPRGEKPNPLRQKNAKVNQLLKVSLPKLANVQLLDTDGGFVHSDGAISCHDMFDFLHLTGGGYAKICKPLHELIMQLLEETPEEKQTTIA
PME-1 primary – PME-1 (human) inhibition; AID 2130; hit rate 0.53% among 320,000; recombinant PME-1, FP-Rh probe fluorescence polarization; inhibition, % at 5.9 µM;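 active = inhibition above the campaign mean of all compounds plus 3 SD, cut at about 26% in these data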;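 also: competitive labeling of PME-1 active site by serine hydrolase directed probe; 0% = PME-1 with DMSO and 100% = wells lacking PME-1 enzyme; inhibitors block probe labeling so polarization falls and inhibition rises; many of its hits are not listed in these tables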
* hit, by the source's call; / = not tested or not shown. This is a subset; the hit share may differ from the screen's.

SMILES | GSTO1 counter | LYPLA1 inh | PAFAH1B3 inh | PAD4 FP inh | pPAFAH FP inh | PAFAH2 inh | Fam108B counter | PAFAH1B2 FP inh | PME-1 primary
COc1ccc(C(C)(C)C)cc1NC(=O)COC(=O)c1nc2nccc(C)n2n1 | / | 1 | 10 | 1 | -3 | -6 | / | -2 | 2
CC(=O)c1ccccc1NS(=O)(=O)c1ccccc1Cl | 0 | 2 | -1 | 4 | 5 | 7 | 2 | -2 | -1
Oc1c(/C=N/Nc2cccc3cccnc23)ccc2ccccc12 | 3 | -2 | 3 | -2 | 30* | -18 | 6 | 3 | 15
COc1ccc(S(=O)(=O)N2CCN(c3ccccc3OC)CC2)cc1C(=O)N1CCCCC1 | 7 | 0 | -2 | 5 | 0 | 10 | 4 | 1 | -1
Cc1cc(N2CCN(C(=O)/C=C/C(=O)O)CC2)c2ccccc2n1 | -6 | 0 | 12 | 4 | 0 | 10 | -1 | 0 | -1
CC(C)c1ccc(S(=O)(=O)c2nnn3c2nc(NCC2CCCO2)c2ccccc23)cc1 (centres undefined) | -4 | -4 | 6 | -2 | 2 | 2 | -2 | 1 | -4
O=C(c1ccccc1)N1CCN(C(=O)c2ccc3c(c2)OCO3)CC1 | 0 | 1 | 10 | 3 | 2 | -5 | -3 | 4 | -1
Cc1ccc2nc(SCC(=O)NC3CCCCC3)nc(=O)n2c1 | 7 | 4 | 7 | -3 | -1 | 5 | 0 | 1 | 6
CSc1nnc(-c2cc(-c3ccc(C)cc3)nc3ccccc23)o1 | -1 | 0 | 1 | 2 | 0 | 1 | 4 | 3 | 1
CCOC(=O)c1sc(N(Cc2ccccc2)C(=O)CSc2nnc(C3CC3)n2N)nc1C | -5 | -1 | 0 | 0 | -3 | -2 | -3 | 3 | 3
CC(=O)NCCn1c(SCC(=O)NCC2CCCO2)nc2ccccc2c1=O (centres undefined) | 1 | 1 | 3 | -4 | 2 | -4 | 2 | 0 | -6
O=C(Nc1ccccc1)N(Cc1ccccc1)CC(O)C(F)(F)F (centres undefined) | -3 | -2 | 0 | -2 | 2 | -5 | -1 | -1 | -1
Cc1ccc(OCC(=O)NNC(=O)C2CCN(c3nccc(C)n3)CC2)cc1 | 2 | -4 | 5 | -1 | 10 | 5 | 0 | 4 | 3
Cc1ccc(S(=O)(=O)NCC(=O)OCC(=O)Nc2ncc(Cl)cc2Cl)cc1 | 6 | 0 | 1 | -3 | 16 | 7 | -1 | -4 | -2
COc1cc(/C=N/N2C(=O)c3ccccc3NC2(C)c2cccc([N+](=O)[O-])c2)cc(Br)c1O (centres undefined) | 16 | -2 | 6 | -1 | 4 | 1 | 5 | 2 | 12
CCN(CC)CCNc1nc(-c2cccs2)c(CC(=O)O)s1 | 1 | 3 | 3 | 2 | 0 | 6 | -3 | 2 | 3
O=C(O/N=C1\CCS(=O)(=O)c2sccc21)c1c(F)cccc1F | 11 | -1 | -2 | -5 | 8 | 2 | -6 | 6 | -3
O=C(CN(c1cccc(Cl)c1)S(=O)(=O)c1ccc(Cl)cc1)NCc1ccccn1 | 1 | 0 | 16 | 1 | -3 | 13 | -3 | 1 | 1
CCCN(C(=O)COC(=O)CSc1ccc([N+](=O)[O-])cc1)C1CCS(=O)(=O)C1 (centres undefined) | / | 2 | 0 | 2 | 5 | 8 | / | 9 | 11
Cc1noc(C)c1NC(=O)N(C)C[C@H]1Oc2ccc(NC(=O)NC3CCCCC3)cc2C(=O)N([C@H](C)CO)C[C@@H]1C | / | / | 16 | 0 | -3 | 1 | / | 6 | /
CC(=O)c1ccc(N(CC(=O)NCc2ccc3c(c2)OCO3)C(=O)c2csnn2)cc1 | 8 | 5 | 14 | -2 | 4 | -2 | 0 | -3 | -1
COc1ccccc1-c1c(C(F)(F)F)oc2cc(OS(C)(=O)=O)ccc2c1=O | -3 | -1 | -1 | -2 | 4 | 9 | 2 | 0 | 9
Cc1ccc(-c2noc(CNS(=O)(=O)c3ccccc3)n2)cc1 | 21 | -4 | 0 | 0 | 4 | -3 | 2 | 5 | -2
COc1ccc(/C=C(/C(=O)N2CCCCC2C(=O)O)c2ccc(OC)c(OC)c2)cc1 (centres undefined) | / | / | 2 | -9 | 3 | -1 | / | 2 | /
CC1CCC2C(=O)N(c3ccc(S(=O)(=O)c4ccccc4)cc3)C(=O)C2C1 (centres undefined) | -9 | 2 | 12 | 4 | 5 | -2 | 1 | 7 | 3
CCOc1ccc2c(c1)ncn2Cc1ccccc1 | 4 | -1 | 3 | -6 | -2 | -4 | 0 | 3 | -1
CC(=O)Nc1ccc(N(C(=O)c2ccco2)C(C(=O)NC2CCCC2)c2ccc(N3CCOCC3)cc2)cc1 (centres undefined) | -3 | 1 | 4 | -3 | 2 | -3 | 2 | -1 | -3
COc1ccc(CNC(=O)CCNS(=O)(=O)c2ccc3c(c2)oc(=O)n3C)cc1 | -2 | 0 | 6 | -1 | 0 | 1 | 0 | 4 | 0
O=C(COc1ccc2c(-c3ccccc3)cc(=O)oc2c1)NCC(O)c1ccccc1 (centres undefined) | -5 | -1 | 0 | -3 | 1 | 11 | -7 | 5 | -4
O=C(COc1ccc2ccccc2c1)NNC(=O)Cc1cccc2ccccc12 | 13 | -4 | -2 | -5 | -7 | -4 | -7 | -3 | -13
COc1ccc(NC(=O)C(c2ccc(OC)cc2)N(Cc2ccco2)C(=O)CC2NC(=O)NC2=O)cc1 (centres undefined) | 4 | 5 | -2 | 1 | 2 | -3 | -2 | -6 | 1
CCOC(=O)C1CCCN(C2=NC(=O)/C(=C/c3ccc(O)c(OC)c3)S2)C1 (centres undefined) | 2 | 0 | 9 | 0 | 7 | -10 | -3 | 9 | 2
Cc1ccc2c(c1)nc(NCCCO)n2C | -2 | 1 | -1 | -7 | 6 | 3 | 1 | 1 | -2
CCOc1ccc(NC2OC(C)C(O)C(O)C2O)c([N+](=O)[O-])c1 (centres undefined) | 0 | 2 | 4 | 0 | 2 | -3 | 3 | 5 | -3
CSc1cc(-c2ccc(Cl)cc2)[nH]c(=O)c1C#N | -2 | -1 | -1 | 3 | 9 | 2 | -4 | -2 | 3
C=CCNC(=O)C12CCC(C)(C(=O)[C@H]1Br)C2(C)C (some centres undefined) | 6 | 1 | 7 | -1 | 0 | -1 | 1 | 8 | -2
Cc1ccc(CSC2=NCCN2C(=O)c2ccco2)cc1 | 2 | 2 | 3 | 0 | 0 | -1 | 1 | 0 | -1
c1ccc2sc(SCSc3nc4ccccc4s3)nc2c1 | 0 | 5 | 1 | 5 | -4 | -10 | 0 | -1 | -3
Cc1ccccc1NC(=S)NC(NC(=O)c1ccco1)C(Cl)(Cl)Cl (centres undefined) | -4 | 2 | 3 | 0 | -2 | 6 | -9 | 5 | -3
Cc1ccc(-c2cc(-c3ccccc3)c(C#N)c(Br)n2)cc1 | -4 | 1 | -11 | -1 | 2 | 0 | -7 | 0 | -5
Cc1n[nH]c(=O)c2c(NC(=O)CSc3nn(-c4ccccc4)c(=S)s3)oc(C)c12 | 3 | -5 | 2 | -2 | 4 | 1 | 4 | 0 | -6
CCOC(=O)Cc1c(C)c2c(C)nn(-c3ccccc3)c2oc1=O | -9 | 1 | 2 | -5 | 1 | 1 | 7 | 10 | 3
Cc1cccc(-n2cnc3c(c2=O)c2nc4ccccc4nc2n3Cc2ccco2)c1 | -8 | -6 | 7 | -12 | 17 | 6 | 8 | 5 | 4
Cc1ccc(S(=O)(=O)NCC(=O)N2CCC(C)CC2)cc1 | -1 | 0 | 7 | 6 | -2 | 6 | 4 | 6 | 0
COC(=O)c1ccccc1NC(=O)c1ccccc1N(C)S(=O)(=O)c1ccccc1 | 6 | 0 | 1 | 0 | 9 | 1 | 6 | -1 | -4
CC1(C)CC(=O)C=C(NCCCNC2CCCCC2)C1 | 1 | -2 | -4 | 4 | 5 | -3 | 4 | -3 | -5
Cc1c(OC(C)C(=O)NC2CC(C)(C)NC(C)(C)C2)ccc2c3c(c(=O)oc12)CCC3 (centres undefined) | 8 | 1 | 2 | 4 | -1 | 0 | -2 | 2 | 3
CCCc1cnc(N2CCN(C(=O)c3ccc(OC)cc3)CC2)nc1 | 0 | 1 | 11 | 0 | 6 | -4 | 5 | 8 | 1
CCCc1cc(=O)c2ccc(OC/C(C)=N/O)cc2o1 | 7 | 1 | 1 | 2 | 1 | -10 | 1 | 7 | 3
CCC(=O)N1CCc2cc(S(=O)(=O)CCC(=O)Nc3c(C)n(C)n(-c4ccccc4)c3=O)ccc21 | 2 | -2 | / | -1 | 1 | / | 4 | / | 0

Next part.
SMILES | GSTO1 counter | LYPLA1 inh | PAFAH1B3 inh | PAD4 FP inh | pPAFAH FP inh | PAFAH2 inh | Fam108B counter | PAFAH1B2 FP inh | PME-1 primary
O=C(CCNC(=O)c1ccccc1Cl)NN=Cc1ccccc1[N+](=O)[O-] | / | / | -1 | 0 | -6 | 2 | / | 6 | /
NC(=O)C1CCN(CC(=O)NCc2ccccc2)CC1 | -3 | 2 | 5 | 0 | 5 | -3 | 1 | 1 | -2
COc1cc2c(cc1OC)CN(Cc1ccc(F)cc1)CC2 | -1 | -3 | 9 | -1 | 5 | -6 | 2 | 5 | -6
Cc1cc2nc(SCCOC(=O)Nc3cccc(Cl)c3)nc(C)c2cc1C | -4 | -15 | -4 | -4 | -2 | -19 | -17 | 2 | -21
Cc1nc2ccccc2n1/C(=N/S(=O)(=O)c1ccc(Br)cc1)c1ccccc1 | 1 | -1 | / | -2 | -2 | / | 2 | / | 3
COc1cc(NC(=O)Cn2ncc3c2-c2ccccc2OC3)cc(OC)c1OC | 10 | 20* | 12 | 13 | 6 | 4 | 13 | 4 | 21
NS(=O)(=O)c1ccc(CCNC(=O)c2cnccn2)cc1 | 6 | 1 | 8 | 3 | 3 | -4 | -1 | 0 | 8
CCN(CC)c1ccc(NC(=O)c2ccc(=O)[nH]c2)cc1S(=O)(=O)Nc1ccc(OC)cc1 | -5 | -10 | 1 | 1 | -7 | 3 | -2 | -5 | -6
CC(=O)c1ccc(NC(=O)/C(=C\c2ccccc2)NC(=O)c2ccco2)cc1 | -2 | 1 | / | -7 | 2 | / | 1 | / | 2
COc1ccc(/C=N/NC(=O)Cn2cnc3c2c(=O)n(C)c(=O)n3C)cc1 | 2 | 1 | 7 | 6 | 6 | 1 | -2 | 3 | -3
C=CCSc1nnc(-c2ccc(Cl)cc2Cl)o1 | -4 | 1 | 3 | -3 | 4 | 11 | 4 | -3 | 2
COc1ccc(/C=C/C(=O)OCC(=O)N2CC(=O)Nc3ccccc32)cc1 | 2 | 1 | 6 | -2 | 3 | -3 | -2 | 2 | -8
O=C(CN(C(=O)CCC(=O)Nc1ccccn1)c1cccc(F)c1)NCc1ccc(F)cc1 | 3 | -2 | 13 | -1 | 5 | -6 | -2 | -2 | -3
CC(=O)c1c(COC(=O)c2cccc(C)c2)nc2ccccc2[n+]1[O-] | 3 | 2 | 6 | 3 | 8 | 9 | 0 | 3 | 5
O=C(O)CCCC(=O)Nc1cc([N+](=O)[O-])ccc1O | -2 | -3 | -6 | -1 | 0 | -6 | 2 | 1 | 2
CCOC(=O)c1nc2nc(C)cc(=O)n2[nH]1 | -5 | -6 | 5 | 1 | 1 | 6 | -3 | 2 | -1

Screening results deposited in PubChem BioAssay by The Scripps Research Institute Molecular Screening Center.
